Screening data: PubChem BioAssay, several laboratories
SKKanGAS inh = S. pyogenes SKKanGAS growth inhibitors in kanamycin, primary screen, streptokinase expression inhibitor project, SKKanGAS strain, BacTiter-Glo luminescence; 6 h; inhibition, % at 7.5 µM; actives 1.3% (n = 300,000); AID 1662, 2009;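 active = mean replicate score, as percent of positive control median, at least 50; inconclusive = mean below 50 but one replicate at or above 50; inactive = mean and every replicate below 50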;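 also: strain carries kanamycin resistance gene driven by streptokinase promoter and grows in 40 µg/ml kanamycin; loss of luminescence reflects streptokinase promoter inhibition or plain growth inhibition; 0% = median of DMSO wells and 100% = positive control at its reference dose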
RGS4 block = RGS4 inhibitors, primary screen, cell-based, HEK293 M3R inducible RGS4, calcium flux; Fluo-4 calcium flux; active compounds read high; triggered by carbachol at its EC20; actives 0.45% (n = 310,000); Regulator of G-protein signaling 4 (Homo sapiens), P49798; B-score at 10 µM;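 active = B-score, a plate-corrected calcium signal, over three deviations above library mean, with baseline fluorescence within five deviations of library mean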;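 also: RGS4 expression induced by doxycycline in cells with stable M3 receptor; B-score is computed from the integrated fluorescence ratio over baseline after carbachol; higher B-score means a larger calcium signal and so more RGS4 inhibition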
Target sequence (P49798 whole entry, looked up): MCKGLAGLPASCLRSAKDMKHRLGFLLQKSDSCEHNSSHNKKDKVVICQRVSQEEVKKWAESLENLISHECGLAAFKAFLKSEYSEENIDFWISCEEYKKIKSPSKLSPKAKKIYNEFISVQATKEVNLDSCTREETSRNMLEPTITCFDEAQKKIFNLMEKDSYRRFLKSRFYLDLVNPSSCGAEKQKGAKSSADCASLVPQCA
RGS4 pot = RGS4 potentiators or activators, primary screen, cell-based, HEK293 M3R inducible RGS4, calcium flux. carbachol calcium flux Fluo4; active compounds read low. B-score at 10 µM. actives 0.92% (n = 310,000);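 active = B-score of the integrated calcium signal more than 4 SD below the library mean, with starting fluorescence not abnormally high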;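 also: negative B-score means reduced calcium response which marks RGS4 activation or potentiation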
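Assay system: Inducible-RGS4 HEK293 cells carrying M3 receptor | Schedule: Compound preincubation 20 min at room temperature before agonist | Signal: Kinetic calcium fluorescence imaging with Fluo4-AM dye, 2 µM | Read-out basis: B score from integrated fluorescence ratio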
HDAC3 inh = HDAC3 deacetylase inhibitors, primary screen, biochemical, fluorescence, cell-free homogeneous; actives 0.15% (n = 320,000); inhibition, % at 8.3 µM; recombinant HDAC3, fluorogenic peptide/trypsin coupled; AID 2718, 2010; in the data active = inhibition above about 26%, passing the limit was not always enough; inconclusive = no clear call, values can overlap the other calls
TRPC6 act = mouse TRPC6 channel activators, primary screen, cell-based, HEK293, membrane potential dye; Short transient receptor potential channel 6 (Mus musculus), Q61143; B-score at 10 µM; actives 0.13% (n = 310,000); HEK293-TRPC6 membrane potential dye fluorescence; active compounds read high;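 active = B-score of the integrated fluorescence ratio above library mean plus 3 SD, and starting fluorescence ratio within library mean plus 5 SD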;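 also: higher score means more depolarization so channel activation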
MrgX1 antagonist = antagonists of human MrgX1 receptor, primary screen, HEK293 cells, Fluo-4 calcium flux. Mas-related G-protein coupled receptor member X1 (Homo sapiens), Q96LB2. actives 1.3% (n = 310,000). B-score at 10 µM. BAM8-22 antagonism; active compounds read low;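 active = calcium-response B-score plate-corrected more than 3 library SD below zero, starting fluorescence within 5 deviations, no agonist response on first addition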;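 also: peak minus trough fluorescence over baseline after final BAM8-22 challenge near maximal dose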
MrgX1 PAM = positive allosteric modulators of MrgX1, primary screen, HEK293 cells, Fluo-4 calcium flux. Mas-related G-protein coupled receptor member X1 (Homo sapiens), Q96LB2. FDSS; active compounds read high. B-score at 10 µM. actives 0.63% (n = 310,000). AID 588675, 2011;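 active = plate-corrected calcium response at least 3 library SD above typical, normal starting fluorescence, not activating the receptor alone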;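 also: compound read alongside a low EC10 to EC30 dose of BAM8-22 agonist; peak minus trough fluorescence over baseline measured at the second addition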
MrgX1 agonist = agonists of human MrgX1 receptor, primary screen, HEK293 cells, Fluo-4 calcium flux; Mas-related G-protein coupled receptor member X1 (Homo sapiens), Q96LB2; Fluo-4 calcium fluorescence, agonist mode; active compounds read high; B-score at 10 µM; actives 0.44% (n = 310,000); AID 588627, 2011;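 active = calcium response B-score plate-corrected fluorescence ratio at least 3 library SD, with starting fluorescence B-score inside 5 SD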
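Material: MrgX1-expressing HEK293 cells; input: 15,000 cells per well; doses: test compound given as first of three sequential additions; schedule: overnight plating before 1 h dye loading; technique: Fluo-4 NW calcium-flux fluorescence, kinetic read; evaluation: baseline-normalised fluorescence change ratio, B-scored; control set: plate-wise positive and negative controls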
TMEM16A inh = TMEM16A chloride channel inhibitors, primary screen, cell-based, HTS. actives 1.2% (n = 310,000). AID 588511, 2011. HEK293 TMEM16A/YFP iodide influx fluorescence, ionomycin. normalized B-score (activity score, 25-100; higher = stronger inhibition) at 10 µM;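 active = ratio plate-corrected score three or more library SD toward inhibition, starting fluorescence score within five deviations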;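 also: score derived from kinetic fluorescence span divided by baseline fluorescence per well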
Target sequence (Q8BHY3 whole entry, looked up): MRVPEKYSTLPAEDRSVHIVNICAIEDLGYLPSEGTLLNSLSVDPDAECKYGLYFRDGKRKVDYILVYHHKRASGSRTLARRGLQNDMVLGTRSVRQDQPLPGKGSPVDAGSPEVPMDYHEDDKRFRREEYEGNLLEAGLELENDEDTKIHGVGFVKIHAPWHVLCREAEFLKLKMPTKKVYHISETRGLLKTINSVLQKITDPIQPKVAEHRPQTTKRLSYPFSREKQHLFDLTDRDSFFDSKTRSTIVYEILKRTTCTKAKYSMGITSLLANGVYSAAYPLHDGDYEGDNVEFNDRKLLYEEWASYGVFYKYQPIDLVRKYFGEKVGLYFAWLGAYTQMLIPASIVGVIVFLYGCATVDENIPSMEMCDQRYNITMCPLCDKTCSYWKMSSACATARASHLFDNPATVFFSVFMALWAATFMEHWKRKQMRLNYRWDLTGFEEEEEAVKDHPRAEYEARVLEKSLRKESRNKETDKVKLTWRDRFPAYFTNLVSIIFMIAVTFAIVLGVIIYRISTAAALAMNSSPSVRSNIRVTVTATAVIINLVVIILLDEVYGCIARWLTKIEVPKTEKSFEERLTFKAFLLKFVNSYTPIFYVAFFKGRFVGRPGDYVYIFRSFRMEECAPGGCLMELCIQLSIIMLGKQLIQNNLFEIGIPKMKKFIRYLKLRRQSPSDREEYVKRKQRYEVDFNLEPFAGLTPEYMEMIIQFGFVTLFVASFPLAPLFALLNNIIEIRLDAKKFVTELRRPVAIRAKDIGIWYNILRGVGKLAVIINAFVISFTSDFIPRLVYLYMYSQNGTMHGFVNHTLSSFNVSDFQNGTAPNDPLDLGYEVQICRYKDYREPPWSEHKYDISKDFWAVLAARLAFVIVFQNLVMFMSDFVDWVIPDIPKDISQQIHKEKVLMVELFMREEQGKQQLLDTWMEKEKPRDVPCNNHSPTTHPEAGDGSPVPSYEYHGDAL
TRPC6 inh = mouse TRPC6 channel inhibitors, primary screen, cell-based, HEK293, membrane potential dye; B-score at 10 µM; ACh-evoked depolarization; active compounds read low; actives 1.1% (n = 310,000);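 active = B-score under library mean minus 3 SD, initial fluorescence not abnormally high, positive integrated signal ratio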;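 also: B-score derived from integrated fluorescence ratio over the kinetic read; more negative B-score means stronger inhibition of depolarization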
TMEM16A act = TMEM16A chloride channel activators or potentiators, primary screen, cell-based, HTS. AID 623877, 2012. actives 0.3% (n = 340,000). HEK293 TMEM16A/YFP-H148Q/I152L, iodide quench fluorescence; active compounds read low. Anoctamin-1 (Mus musculus), Q8BHY3. B-score at 10 µM;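 active = fluorescence-ratio B-score plate-corrected deviation score at least 3 library SD below zero, with starting fluorescence score within 5 deviations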;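 also: channel opened by trigger with iodide after compound preincubation; score built on the fluorescence ratio of max minus min over baseline; more negative score means more quench and so TMEM16A activation or potentiation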
An asterisk follows results filed as active; i = inactive; ? = inconclusive; . = not tested or not shown. This is a random part of the collection, and some 6.7% of all compounds hit somewhere here.

SMILES	SKKanGAS inh	RGS4 block	RGS4 pot	HDAC3 inh	TRPC6 act	MrgX1 antagonist	MrgX1 PAM	MrgX1 agonist	TMEM16A inh	TRPC6 inh	TMEM16A act
O=C(CN1C(=O)C2C3C=CC(C3)C2C1=O)OCC(=O)c1ccc(Br)cc1 (centres undefined)	-13.2	i	i	0.7	i	i	i	i	i	i	i
O=C(COc1ccccc1)NCCSc1ccccc1	-6.5	i	i	-2.0	i	i	i	i	i	-5.77*	i
CCn1ncc(/C=N/O)c1C	-2.7	i	i	-12.6	i	i	i	i	i	i	i
COc1ccc(N=C2NC(=O)/C(=C/C=C/c3ccccc3)S2)cc1	9.1	i	i	3.2	i	i	i	i	i	i	i
Cn1c(SCc2n[nH]c(=S)o2)nnc1-c1ccccc1	12.8	i	i	-4.2	i	i	i	i	i	i	i
Cc1cc(C)c2c(N)c(C(=O)C(C)(C)C)sc2n1	-4.7	i	i	-1.9	i	i	i	i	i	i	i
CCC(NC(=O)c1cc(COc2ccc(F)cc2Cl)on1)c1ccncc1 (centres undefined)	-5.1	i	i	.	i	.	.	.	.	i	i
CCOc1ccc(NS(=O)(=O)c2ccc(NS(=O)(=O)c3ccccc3)cc2)cc1	-13.9	i	i	0.9	i	i	i	i	i	i	i
CCOC(=O)C1=C(CSc2nc(CC)c(C)cc2C#N)OC(N)=C(C#N)C1c1ccccc1 (centres undefined)	-0.4	i	i	16.8	i	i	i	i	i	i	i
CCOC(=O)CSc1nc2sc(C)c(C)c2c(=O)[nH]1	3.5	i	i	0.5	i	i	i	i	i	i	i
CCOC(=O)c1ccccc1NC(=O)Cc1ccccc1OC	-3.7	i	i	1.0	i	i	i	i	i	i	i
O=C(NCc1ccco1)c1cc2nc(C3CC3)cc(C(F)(F)F)n2n1	0.4	i	i	-0.9	i	i	i	i	i	i	i
CC(=O)OC(C(=O)NCc1ccco1)c1ccncc1 (centres undefined)	-0.5	i	i	3.9	i	i	i	i	i	i	i
COc1cc(C(C)=O)ccc1COc1ccc(C(=O)O)cc1OC	9.0	i	i	-0.5	i	i	i	i	i	i	i
Fc1cccc(Cc2noc(CN3CCN(c4cnccn4)CC3)n2)c1	-8.4	i	i	.	i	i	i	i	i	i	i
CC(C)N(C(=O)c1ccccc1-c1ccccc1)C(C)C	3.8	i	i	5.2	i	i	i	i	i	i	i
O=C(NC1CCCCCCC1)c1cc(F)c(F)cc1Cl	16.6	i	i	2.7	i	i	i	i	i	i	i
COc1cccc(-n2c(Cc3cc(=O)[nH]c(=O)[nH]3)nnc2SCc2cccnc2)c1	-0.2	i	i	-6.1	i	i	i	i	i	i	i
CCOC(=O)C1(Cc2cccc(Cl)c2)CCCN(CCO)C1 (centres undefined)	-5.5	i	i	-1.5	i	i	i	i	i	i	i
CCc1ccccc1NC(=O)CCC(=O)OCC(=O)c1ccc(-c2ccccc2)cc1	-4.3	i	i	-1.7	i	i	i	i	i	i	i
S=C(NCc1cccc(Cl)c1)NC1CCCCC1	2.1	i	i	-0.5	i	i	i	i	i	i	i
Cc1nnc(SCC(=O)N(C)CC(=O)Nc2ccccc2Cl)s1	-2.9	i	i	3.4	i	i	i	i	i	i	i
CCCCn1c(N)c(N(CC)C(=O)c2ccc3c(c2)S(=O)(=O)c2ccccc2C3=O)c(=O)[nH]c1=O	-5.1	i	i	5.3	i	i	i	i	i	i	i
Cc1ccc(S(=O)(=O)N2CCN(C(=O)COC(=O)CSc3ccccc3)CC2)c(C)c1	-1.0	i	i	-0.9	i	i	i	i	i	i	i
COCCNC(=O)C1CCC(CNS(=O)(=O)c2ccc3c(c2)CC(C)N3C(=O)C2CC2)CC1 (centres undefined)	1.6	i	i	-0.9	i	i	i	i	i	i	i

Next part:
SMILES	SKKanGAS inh	RGS4 block	RGS4 pot	HDAC3 inh	TRPC6 act	MrgX1 antagonist	MrgX1 PAM	MrgX1 agonist	TMEM16A inh	TRPC6 inh	TMEM16A act
C/C=C/CSc1nc2c(c(=O)[nH]c(=O)n2C)n1Cc1ccc(C)cc1	-1.4	i	i	1.9	i	i	i	i	i	i	i
COC/C=C/C1=CC2=CC(=O)C(C)(OC(=O)c3cnc4ccccc4n3)C(=O)C2=CN1CCc1c[nH]c2ccccc12 (centres undefined)	4.9	i	i	-9.3	i	i	i	i	i	i	.
O=C(NC1CCCc2ccccc21)N[C@@H](Cc1ccccc1)C(=O)O (some centres undefined)	3.9	i	i	-7.5	i	i	i	i	i	i	i
Cc1ccc(C)c(-c2nnc(NC(=O)c3ccco3)o2)c1	-9.0	i	i	5.3	i	i	i	i	i	i	i
O=C(NCC(c1ccc(F)cc1)N1CCOCC1)c1cccnc1Sc1ccc(Cl)cc1 (centres undefined)	10.0	i	i	-0.7	i	i	i	i	i	i	i
Cc1ccc(-n2nc3c(=O)n(CC(=O)NC4CCCCCC4)nc(C)c3c2C)cc1	3.3	i	i	-2.3	i	i	i	i	i	i	i
Cc1ccc(S(=O)(=O)N2CCCN(S(=O)(=O)C3CCS(=O)(=O)C3)CC2)cc1 (centres undefined)	-7.2	i	i	2.7	i	i	i	i	i	i	i
CCCCCc1c(C)nc(N2CCc3ccccc3C2)[nH]c1=O	-1.6	i	i	.	i	.	.	.	.	i	i
CC(=O)Nc1ccc(S(=O)(=O)NCC(=O)OCC(=O)NCc2ccco2)cc1	-9.6	i	i	-0.6	i	i	i	i	i	i	i
COc1ccc2nc(NC(=O)C3CCCN(S(=O)(=O)c4c(C)noc4C)C3)sc2c1 (centres undefined)	9.2	i	i	-1.7	i	i	i	i	i	i	i
Cc1ccccc1C(=O)NC(=S)NCc1ccccc1	5.0	i	i	-0.5	i	i	i	i	i	i	i
Cc1c(S(=O)(=O)Nc2ccc3c(c2)OCCO3)c(=O)n(C)c(=O)n1C	-1.5	i	i	5.1	i	i	i	i	i	i	i
CC(C)CN1C(=O)NC2(CCCc3ccccc32)C1=O (centres undefined)	1.0	i	i	3.2	i	i	i	i	i	i	i
COc1ccc(S(=O)(=O)NCCNC(=O)N2CCOCC2)cc1	-4.7	i	i	3.9	i	i	i	i	i	i	i
COc1cc(=O)n(C)c2c(OCC3OC(C)(C)OC3(C)C)cccc12 (centres undefined)	-4.6	i	i	-0.1	i	i	i	i	i	i	i
O=C(NCC(=O)N1CC(O)CC1C(=O)N1CCCC1C(=O)OCc1ccccc1)OCc1ccccc1 (centres undefined)	3.5	i	i	-5.5	i	i	i	i	i	i	i
O=C(Cc1ccccc1)N/N=C/C=C/c1cccc([N+](=O)[O-])c1	-4.1	i	i	1.4	i	i	i	i	i	i	i
Cc1sc(-c2ccccn2)nc1OC(=O)c1ccc(Cl)c(Cl)c1	-0.4	i	i	-2.1	i	i	i	i	i	i	i
Cn1c(=O)c(NC(=O)c2ccccc2)c2n(c1=S)CCCCC2	?	i	i	6.8	i	i	i	i	i	i	i
CCOC(=O)C1CCCN(C/C(O)=C(\C#N)c2nc(-c3ccc(Cl)cc3)cs2)C1 (centres undefined)	8.4	i	i	6.4	i	i	i	i	i	i	i
C#CC(=O)N(c1ccc(OC)c(OC)c1)C(C(=O)NC1CCCC1)c1cccs1 (centres undefined)	-7.2	i	i	0.4	i	i	i	i	i	i	i
CC(=O)Nn1cc2c(c1-c1ccccc1)c(=O)n(C)c(=O)n2C	0.3	i	i	6.6	i	i	i	i	i	i	i
Cc1ccc(C(=O)Nc2ccc(NC(=O)c3cccs3)cc2)c(C)c1	3.1	i	i	0.2	i	i	i	i	i	i	i
COc1cc(NC(=S)N2CCN(C)CC2)c(OC)cc1Cl	-9.6	i	i	3.3	i	i	i	i	i	i	i
COc1ccc(CN(C(=O)CN2C(=O)c3ccccc3S2(=O)=O)C(C(=O)NCC2CCCO2)c2ccncc2)cc1 (centres undefined)	19.7	i	i	-0.5	i	i	i	i	i	i	i

(continued)
SMILES	SKKanGAS inh	RGS4 block	RGS4 pot	HDAC3 inh	TRPC6 act	MrgX1 antagonist	MrgX1 PAM	MrgX1 agonist	TMEM16A inh	TRPC6 inh	TMEM16A act
CC(=O)N(/N=C/c1ccc([N+](=O)[O-])o1)c1nc2ccccc2c(=O)n1-c1ccccc1	-4.4	i	i	-5.9	i	i	i	i	i	i	i
C[N+]1(C2CCC3CCCC2C3O)CCCC1 (centres undefined)	-1.6	i	i	2.0	i	i	i	i	i	i	i
CN(C)C(=O)Oc1cccc([N+](C)(C)C)c1	-0.4	i	i	0.7	i	i	i	i	i	i	i
Cn1cc(CNCc2ccc(-n3cccn3)cc2)c(-c2ccccc2F)n1	1.0	i	i	-4.8	i	i	i	i	i	i	i
COC(=O)c1ccc(-c2cc(C(=O)O)c3cc4c(cc3n2)OCCO4)cc1	0.8	i	i	-93.7	i	i	i	i	i	i	i
Cc1cc2ncc(S(=O)(=O)C(C)(C)C)c(N)n2n1	-2.7	i	i	.	i	i	i	i	i	i	i
COc1ccc(Cc2nnc(NC(=O)Nc3ccccc3F)s2)cc1	-4.9	i	i	-3.1	i	i	i	i	i	i	i
COC(=O)[C@@H](NC(=O)N1CCC(C)CC1)C(C)C	0.9	i	i	6.5	i	i	i	i	i	i	i
Cc1ccc(OCC(O)CN2CCN(c3ccc(C)cc3)CC2)cc1 (centres undefined)	5.0	i	i	6.3	i	i	i	i	i	i	i
O=C(COC(=O)c1cccc2ccccc12)NCC1CCCO1 (centres undefined)	-15.0	i	i	6.0	i	i	i	i	i	i	i
COC(=O)Nc1nc2ccc(C(=O)c3cccs3)cc2[nH]1	11.2	i	i	-2.8	i	i	i	i	i	i	i
Cc1nc2ccccc2n1C(=O)c1ccc(Cl)cc1[N+](=O)[O-]	0.8	i	i	-9.5	i	i	i	i	i	i	i
COc1cc(/C=C2\SC(c3ccc(C)cc3)=NC2=O)ccc1O	14.8	i	i	1.1	i	-5.79*	i	i	i	i	i
Cc1cc(Sc2nnc(N)s2)c2ccccc2n1	14.8	i	i	4.7	i	i	i	i	i	i	i
CCn1c(Cc2ccccc2)nnc1SCC(=O)Nc1ccccc1N1CCOCC1	-4.5	i	i	3.1	i	i	i	i	i	i	i
CCCOc1ccc(-c2cn3ccccc3n2)cc1	-11.3	i	i	-3.0	i	i	i	i	i	i	i
O=S(=O)(N1CCCCC1)N1CCN(c2ccc(F)cc2)CC1	-5.7	i	i	0.4	i	i	i	i	i	i	i
